Assay outcomes as filed in PubChem.
AHR act: activators of human aryl hydrocarbon receptor; P35869; AHR-responsive luciferase reporter cells, luminescence; activation, % at 5 µM; actives 2.5% (n = 320,000); AID 2796; in the data active = activation above about 47%;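 note: 0% = vehicle wells and 100% = reference agonist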
Target sequence (P35869 whole entry, looked up): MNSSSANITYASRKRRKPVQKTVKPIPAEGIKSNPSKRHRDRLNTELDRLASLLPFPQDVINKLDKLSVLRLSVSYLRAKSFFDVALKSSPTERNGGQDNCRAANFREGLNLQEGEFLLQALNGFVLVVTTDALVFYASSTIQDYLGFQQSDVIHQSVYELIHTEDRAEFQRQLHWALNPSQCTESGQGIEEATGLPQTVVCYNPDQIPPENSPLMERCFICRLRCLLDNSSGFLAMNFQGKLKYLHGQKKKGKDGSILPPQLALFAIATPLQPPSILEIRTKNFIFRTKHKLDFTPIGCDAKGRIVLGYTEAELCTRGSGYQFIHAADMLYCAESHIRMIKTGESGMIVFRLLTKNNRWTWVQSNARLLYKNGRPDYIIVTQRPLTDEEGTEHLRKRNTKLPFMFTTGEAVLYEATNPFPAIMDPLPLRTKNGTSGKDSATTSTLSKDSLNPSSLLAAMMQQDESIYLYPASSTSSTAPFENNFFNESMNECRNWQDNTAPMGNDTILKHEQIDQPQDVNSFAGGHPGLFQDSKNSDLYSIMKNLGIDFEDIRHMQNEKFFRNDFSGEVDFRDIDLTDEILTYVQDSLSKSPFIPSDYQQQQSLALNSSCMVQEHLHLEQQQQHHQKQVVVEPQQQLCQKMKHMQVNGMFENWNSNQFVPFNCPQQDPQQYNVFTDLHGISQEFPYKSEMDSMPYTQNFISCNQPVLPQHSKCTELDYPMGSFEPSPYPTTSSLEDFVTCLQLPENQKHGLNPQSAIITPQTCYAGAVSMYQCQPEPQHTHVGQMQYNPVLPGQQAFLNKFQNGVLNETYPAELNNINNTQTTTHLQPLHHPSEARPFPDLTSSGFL
MEP2-GFP yeast: yeast TOR pathway MEP2-GFP modulation | S. cerevisiae MEP2-GFP strain, flow cytometry GFP, 3 h; 100% = DMSO control level | GFP response vs DMSO, % at 10 µM | actives 0.51% (n = 330,000);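 active = GFP response versus DMSO above a set limit, roughly screen mean plus 3 SD, cut at about 180% in these data; inconclusive = fewer than 70 cells counted for a yeast strain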;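 note: median GFP fluorescence of the barcode-gated MEP2-GFP cells per well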
AGP1-GFP MLPCN: modulators of TOR pathway AGP1-GFP in S. cerevisiae | S. cerevisiae AGP1-GFP multiplex flow cytometry, 3 h; GFP as percent of DMSO wells | GFP response vs DMSO, % at 10 µM | actives 0.02% (n = 320,000) | AID 2066;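 active = GFP response relative to DMSO above a set limit, near screen average plus 3 SD, cut at about 150% in these data; inconclusive = fewer than 70 cells counted for the yeast strain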;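 note: median GFP channel fluorescence of the gated AGP1 strain per well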
Yeast superoxide: lowers age-related superoxide in aged yeast cells; actives 0.18% (n = 330,000); S. cerevisiae aged cells, superoxide DHE fluorescence; stronger effect = lower value; AID 2690; superoxide response (% of plate mean), % at 10 µM;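 active = superoxide response under a set limit, about three screen SD below normal, cut at about 65% in these data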;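 note: yeast aged for seven days with compound at 30 °C before DHE staining; 100% = average MFI of all compound-treated wells on the plate with controls excluded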
CIT2-GFP yeast: modulators of TOR pathway CIT2-GFP in S. cerevisiae; S. cerevisiae CIT2-GFP strain, flow cytometry, 3 h; 100 means same as DMSO wells; GFP response vs DMSO, % at 10 µM; actives 0.065% (n = 320,000); AID 2029;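 active = GFP response relative to DMSO above a set limit, near the screen mean plus 3 SD, cut at about 150% in these data; inconclusive = Fewer than 70 cells measured for a yeast strain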;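 note: ratio of well median GFP fluorescence to mean of DMSO wells on the plate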
LAP4-GFP MLPCN: yeast TOR pathway LAP4-GFP modulation. S. cerevisiae LAP4-GFP multiplex, flow cytometry GFP, 3 h; median GFP as percent of DMSO wells. actives 0.34% (n = 320,000). GFP response vs DMSO, % at 10 µM;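 active = GFP response vs DMSO above a set limit, about the screen mean plus 3 SD, cut at about 150% in these data; inconclusive = under 70 cell events counted for the yeast strain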
RPL19A TOR yeast: alters RPL19A-GFP fluorescence in TOR pathway yeast screen. S. cerevisiae RPL19A-GFP strain, flow cytometry, 3 h; stronger effect = lower value. percent response vs DMSO, % at 10 µM. actives 0.3% (n = 330,000). AID 2025;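 active = percent response vs DMSO below 50%; inconclusive = fewer than 70 events counted for the yeast strain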;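 note: median channel GFP fluorescence of the barcoded RPL19A-GFP strain; ratio of sample median GFP to plate DMSO average so 100% = DMSO; lower means less RPL19A-GFP as with rapamycin TOR inhibition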
Efflux pump mplx: antifungal efflux pump inhibition, Nile Red retention; actives 0.44% (n = 330,000); inhibition, % at 10 µM; S. cerevisiae Candida pump triplex; AID 485275;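 active = plate passing quality check with inhibition over a set limit, or well fluorescence over plate mean plus 4 SD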;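 note: Nile Red retained in pooled yeast measured as flow cytometry median fluorescence; 0% = buffer negative control and 100% = Enniatin B positive control; higher means more Nile Red kept so more efflux inhibition; some compounds called inactive have numbers as strong as hits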
The depositor's hits bear a star; ? = inconclusive; / = no result given; [ ] = dose if it differs, or a comment.

SMILES	AHR act	MEP2-GFP yeast	AGP1-GFP MLPCN	Yeast superoxide	CIT2-GFP yeast	LAP4-GFP MLPCN	RPL19A TOR yeast	Efflux pump mplx
COc1ccc(/C=C/C(=O)O)cc1S(=O)(=O)N1CCc2ccccc21	/	111	97	91	93	102	104	0.1
CCCCc1nnc(NC(=O)CS(=O)(=O)Cc2ccccc2)s1	0	108	101	103	100	107	96	-0.1
Cn1nc(C(F)(F)F)c(-c2cccc(C(F)(F)F)c2)c1NC(=O)c1cccnc1	0	99	100	106	96	102	96	-0.1
O=C(NCCc1ccc(F)cc1)NC12CC3CC(CC(C3)C1)C2	15	99	86	118	94	78	105	-0.1
CCOC(=O)CC1COCCN1Cc1cn(C)nc1-c1ccccc1F (stereo not drawn)	5	199*[may fluoresce violet]	?	92	?	63[may fluoresce violet]	17*[may fluoresce violet]	0.0
COc1ccc(-c2cnnn2-c2ccc([N+](=O)[O-])cc2)cc1	1	106	91	88	93	105	97	-0.1
CC12CC(NC(=O)N1CCc1ccccc1)c1ccccc1O2 (stereo not drawn)	1	109	108	87	115	99	105	0.1
Cc1c(C(=O)Nc2ccc(F)cc2)cn2c(nc3ccccc32)c1C#N	0	99	101	99	98	111	100	0.0
O=C(CC1Sc2ccccc2NC1=O)NNC(=O)Nc1ccc(Cl)cc1 (stereo not drawn)	3	94	104	91	87	95	95	0.1
CCN1C(=NCCOC)N[C@@H](c2cccs2)C(C(=O)OC)=C1C	-1	90	85	90	71	105	98	-0.1
O=[n+]1cc(-c2ccc(Cl)cc2)n([O-])c2c1CCC2	-2	106	107	104	105	108	100	0.0
CCN(CC(=O)Nc1c(F)cccc1F)C(=O)CCC(=O)c1ccc(C)cc1	-2	91	100	109	95	98	92	0.1

Five structures out of the list, ordered by SMILES length, largest number first.
SMILES	AHR act	MEP2-GFP yeast	AGP1-GFP MLPCN	Yeast superoxide	CIT2-GFP yeast	LAP4-GFP MLPCN	RPL19A TOR yeast	Efflux pump mplx
Cn1nc(C(F)(F)F)c(-c2cccc(C(F)(F)F)c2)c1NC(=O)c1cccnc1	0	99	100	106	96	102	96	-0.1
COc1ccc(-c2cnnn2-c2ccc([N+](=O)[O-])cc2)cc1	1	106	91	88	93	105	97	-0.1
O=C(CC1Sc2ccccc2NC1=O)NNC(=O)Nc1ccc(Cl)cc1 (stereo not drawn)	3	94	104	91	87	95	95	0.1
CCCCc1nnc(NC(=O)CS(=O)(=O)Cc2ccccc2)s1	0	108	101	103	100	107	96	-0.1
CC12CC(NC(=O)N1CCc1ccccc1)c1ccccc1O2 (stereo not drawn)	1	109	108	87	115	99	105	0.1

Following part.
SMILES	AHR act	MEP2-GFP yeast	AGP1-GFP MLPCN	Yeast superoxide	CIT2-GFP yeast	LAP4-GFP MLPCN	RPL19A TOR yeast	Efflux pump mplx
O=C(CSCc1ccc([N+](=O)[O-])cc1)NC1CCCCCC1	-2	104	101	100	98	104	100	0.0
N#Cc1ccc(CN(c2ccncc2)S(=O)(=O)c2ccccc2)cc1	1	102	101	112	100	90	102	0.0
O=C1Nc2cc(C(=O)N3CCN(c4ccccn4)CC3)ccc2S/C1=C\c1ccccc1	-1	112	97	105	101	107	101	-0.1
CCOC(=O)c1ccccc1NC(=O)C1CCN(c2ncnc3sc(C)c(C)c23)CC1	3	91	85	103	83	89	87	0.0
CCOC(=O)C1CCN(C(=O)CCc2c(C)nc3cc(-c4ccccc4)nn3c2C)CC1	-9	106	99	100	100	113	103	0.5
COc1cccc(-n2nnc3c(=O)n(CC(=O)N4CCC(Cc5ccccc5)CC4)cnc32)c1	0	101	101	105	97	98	100	1.3
O=C(/C=C/c1ccc(F)cc1)NC(=S)N1CCCCC1c1cccnc1 (stereo not drawn)	-2	122	96	101	101	110	105	0.0
COc1cccc(-n2cnc(=O)c3cccnc32)c1	1	96	94	101	97	94	94	0.0
CCc1cccc(CC)c1NC(=O)C1CCN(C(=O)c2ccco2)CC1	0	106	103	95	101	97	103	0.0
Cc1cccc(N2C(=O)N3[C@H](c4ccc(Br)cc4)[C@@H]4C(=O)N(C(C)(C)C)C(=O)[C@@H]4[C@]3(Cc3ccc(Cl)cc3)C2=O)c1	2	98	92	110	95	87	95	0.0
COC(=O)c1cc(OC)c(OC)cc1NC(=O)c1cc(OC)cc(OC)c1	10	103	99	90	99	101	102	-0.3
CC(OC(=O)c1ccc2ncsc2c1)C(=O)NCc1ccccc1 (stereo not drawn)	-1	102	100	100	99	100	100	0.5

In the list so far, 3 have a Cl atom:
SMILES	AHR act	MEP2-GFP yeast	AGP1-GFP MLPCN	Yeast superoxide	CIT2-GFP yeast	LAP4-GFP MLPCN	RPL19A TOR yeast	Efflux pump mplx
O=C(CC1Sc2ccccc2NC1=O)NNC(=O)Nc1ccc(Cl)cc1 (stereo not drawn)	3	94	104	91	87	95	95	0.1
O=[n+]1cc(-c2ccc(Cl)cc2)n([O-])c2c1CCC2	-2	106	107	104	105	108	100	0.0
Cc1cccc(N2C(=O)N3[C@H](c4ccc(Br)cc4)[C@@H]4C(=O)N(C(C)(C)C)C(=O)[C@@H]4[C@]3(Cc3ccc(Cl)cc3)C2=O)c1	2	98	92	110	95	87	95	0.0

Returning to the listing, starting two compounds before the break.
SMILES	AHR act	MEP2-GFP yeast	AGP1-GFP MLPCN	Yeast superoxide	CIT2-GFP yeast	LAP4-GFP MLPCN	RPL19A TOR yeast	Efflux pump mplx
COC(=O)c1cc(OC)c(OC)cc1NC(=O)c1cc(OC)cc(OC)c1	10	103	99	90	99	101	102	-0.3
CC(OC(=O)c1ccc2ncsc2c1)C(=O)NCc1ccccc1 (stereo not drawn)	-1	102	100	100	99	100	100	0.5
COC(=O)c1ccc(COC(=O)C2CCN(S(=O)(=O)c3ccccc3C(=O)OC)CC2)cc1	1	94	93	105	90	95	98	0.3
CCCCc1ccc(NC(=O)Nc2c(C)n(C)n(-c3ccccc3)c2=O)cc1	3	100	94	118	98	87	99	4.8
CC(O)c1c(OCc2ccccc2)ncnc1OCc1ccccc1 (stereo not drawn)	2	105	108	84	100	110	102	0.1
CS(=O)(=O)N(CC(=O)O)c1cc(Cl)cc(Cl)c1	1	96	97	111	93	96	100	0.0
CCN1CCN(C(=O)CSc2nc(N)cc(N)n2)CC1	1	90	98	102	91	114	97	0.1
CCOC(=O)N1CCN(C(=O)c2ccc3nc(N4CCC(C)CC4)sc3c2)CC1	-4	100	92	110	110	102	98	0.2
CCOc1ccc(C(=O)/C=C/Nc2ccc(S(=O)(=O)Nc3onc(C)c3C)cc2)cc1	1	96	92	105	95	87	98	-0.1
CC(OC(=O)c1cnccn1)C(=O)Nc1nc(-c2cccc([N+](=O)[O-])c2)cs1 (stereo not drawn)	3	98	100	101	98	103	100	-0.1
CCOc1ccc(CCNC(=O)CN2CCN(Cc3ccc(F)cc3)C2=O)cc1OCC	0	113	110	98	100	107	102	0.1
c1ccc(-c2cc(-c3ccc(N4CCOCC4)cc3)nc3ccccc23)cc1	-1	112	79	95	89	108	98	-0.8
CCOc1ccc(NC(=O)NC2CCCc3ccccc32)cc1 (stereo not drawn)	15	92	90	104	90	86	97	6.5*
CCOC(=O)C(C#N)C(c1cccnc1)c1c(C)[nH][nH]c1=O (stereo not drawn)	-4	102	100	103	96	99	98	0.0

Shown as a hit in RPL19A TOR yeast, of those listed so far:
Compound	AHR act	MEP2-GFP yeast	AGP1-GFP MLPCN	CIT2-GFP yeast	LAP4-GFP MLPCN	RPL19A TOR yeast	Efflux pump mplx
CCOC(=O)CC1COCCN1Cc1cn(C)nc1-c1ccccc1F (stereo not drawn)	5	199*[may fluoresce violet]	?	?	63[may fluoresce violet]	17*[may fluoresce violet]	0.0

Further records:
SMILES	AHR act	MEP2-GFP yeast	AGP1-GFP MLPCN	Yeast superoxide	CIT2-GFP yeast	LAP4-GFP MLPCN	RPL19A TOR yeast	Efflux pump mplx
Cc1ccc(OCC(=O)N(Cc2cccc(F)c2)C2CCS(=O)(=O)C2)cc1 (stereo not drawn)	1	102	101	104	99	99	98	0.1
COc1n[nH]c(C(=O)Nc2nc3ccccc3s2)c1[N+](=O)[O-]	31	100	90	117	100	78	103	-0.1
CN(Cc1nc(-c2cccnc2)no1)S(=O)(=O)c1ccc(Br)cc1	1	112	100	113	106	122	103	0.0
CC(C)(OC1OC(CO)C(O)C(O)C1O)[C@H]1Oc2ccc3ccc(=O)oc3c2[C@H]1O (stereo partly drawn)	1	109	103	96	100	97	101	0.1
CCN(CC)C(=O)c1cc2sc3ccccc3c2s1	6	103	100	105	96	105	101	-0.2
CCOC(=O)c1ccc(N2C(=O)C3CCCN3C2=S)cc1 (stereo not drawn)	0	100	107	100	103	104	99	-0.1
CCOCCCNc1nc(C(F)(F)F)nc2c1nnn2Cc1ccccc1Cl	6	102	96	92	92	89	102	0.1
CCc1cc(=O)oc2c3c(cc(OCC(=O)NCc4cccnc4)c12)OC(C)(C)CC3	7	100	104	83	100	98	99	-0.2
COc1cc(F)ccc1S(=O)(=O)N1CCN(Cc2ccccc2)CC1	1	102	93	99	105	92	99	0.1
O=C1CC(N2CCCN(C3CC(=O)N(c4ccc(F)cc4)C3=O)CC2)C(=O)N1c1ccc(F)cc1 (stereo not drawn)	-2	96	101	91	102	109	101	-0.1
COc1ccc(S(=O)(=O)NCC2CCCN(C(=O)CN3CCCCC3)C2)cc1 (stereo not drawn)	-1	88	85	94	83	83	98	0.0
O=C(CCNC(=O)c1ccc(Br)cc1)Nc1cccc(S(=O)(=O)N2CCCCCC2)c1	1	102	110	74	111	105	102	-0.2
Cc1ccc(OCCOC(=O)C2CCN(S(=O)(=O)c3ccc(C)c(C)c3)CC2)cc1	-2	100	105	106	99	104	101	0.1
Cc1cccc(OCC(=O)Nc2ccc3oc(=O)ccc3c2)c1C	3	106	102	104	103	108	102	0.1
O=C1OC2(c3ccccc3)C3CCCC2C13	-3	95	103	102	95	90	99	-0.1
CCOC(=O)CSc1nc2c(sc(=S)n2-c2ccccc2OC)c(=O)n1-c1ccccc1OC	-1	100	91	101	98	94	101	0.2
CCOC(=O)CCc1c(C)nc2cc(-c3ccccc3OC)[nH]n2c1=O	4	98	106	99	92	94	102	-0.1
O=C(CN1CCN(c2ccc(O)cc2)CC1)Nc1cc(S(=O)(=O)N2CCCCC2)ccc1Cl	2	106	94	108	101	97	105	0.3
CC(C)CCc1c(O)nc(SCC(=O)N2CCCCCC2)[nH]c1=O	0	101	106	97	103	98	101	-0.1
O=C(O)c1cnn2c(C(F)F)cc(C(F)F)nc12	0	102	100	103	94	104	101	-0.1
Cc1ccc(S(=O)(=O)NCC2(c3ccccc3)CCN(C)CC2)cc1	/	102	103	102	100	97	106	-0.1
CC(C)N1CCN(Cc2cn[nH]c2C2CCCCC2)CC1CCO (stereo not drawn)	10	125	92	105	89	96	99	0.3
C=CC[n+]1cccc(-c2cc3ccc(C)cc3[nH]2)c1	/	100	97	95	98	100	99	0.0
c1ccc(-c2nc(NCC3CCCO3)c3oc4ccccc4c3n2)cc1 (stereo not drawn)	30	101	91	103	81	120	95	-0.1
CC(=O)Nc1cccc(OCc2ccc(S(=O)(=O)Cc3ccccc3)cc2)c1	4	102	106	97	104	98	101	0.1
COC(=O)c1sc(N)c(C(=O)OC)c1COC(=O)c1c(C)noc1C	-2	97	100	88	96	101	99	-0.1
CC(C)(C)OC(=O)N1CCC(C(=O)O)CC1	8	105	101	125	106	107	98	0.0
Cc1nn(Cc2c(Cl)cccc2Cl)c(C)c1NC(=O)CCCn1nc([N+](=O)[O-])c(Cl)c1C	1	100	103	129	103	96	101	0.1
Nc1nnc(SCc2ccc3c(c2)OCO3)s1	5	99	98	81	102	103	96	-0.1
